Bioassay records (PubChem)
Growth percent in the NCI-60 one-dose screen (48 h, 10 µM unless noted): 100 = growth as untreated, 0 = no growth, -100 = all killed.
HCC-2998 – HCC-2998 colon cancer | 79,000 compounds, 4.7% hits | AID 1794799
SNB-75 – SNB-75 CNS cancer; 79,000 compounds, 5% hits
HCT-15 – HCT-15 colon cancer | 82,000 compounds, 5.2% hits
SW-620 – SW-620 colon cancer. 82,000 compounds, 5.2% hits. AID 1794795
SF-295 – SF-295 CNS cancer cells | 79,000 compounds, 5.6% hits
KM12 – KM12 colon cancer cells. 82,000 compounds, 5% hits
SNB-19 – SNB-19 CNS cancer cells; 81,000 compounds, 2.5% hits; AID 1794751
SF-539 – SF-539 CNS cancer; 81,000 compounds, 6.8% hits
HCT-116 – HCT-116 colon cancer. 82,000 compounds, 7.3% hits. AID 1794798
An asterisk follows results filed as active; x = not tested or not shown; & = joins results of further samples. Rule for the calls: active = growth percent below 10; inactive = the rest.

SMILES	HCC-2998	SNB-75	HCT-15	SW-620	SF-295	KM12	SNB-19	SF-539	HCT-116
O=C(Cc1ccccc1Nc1c(Cl)cccc1Cl)NN1C(=O)/C(=C/c2ccc(Br)cc2)SC1=S	106	86	104	99	101	107	105	94	103
CCCCCCCCN=Cc1c(O)c(O)c(C(C)C)c2cc(C)c(-c3c(C)cc4c(C(C)C)c(O)c(O)c(C=NCCCCCCCC)c4c3O)c(O)c12	98	85	105	106	106	100	110	101	100
COc1ccc(C(C)=O)cc1OC	100&117	90&85	108&117	115&105	106&101	108&109	106&98	101&94	97&101
NC(=O)[C@H]1O[C@@H](n2cnc3c(=O)[nH]cnc32)[C@H](O)[C@@H]1O	109	114	104	106	111	105	97	103	112
O=[N+]([O-])c1ccc2cccnc2c1	109	96	113	109	71	107	108	123	105
O=c1[nH]c2ccccc2[nH]1	119	97	106	96	99	108	108	100	103
Cc1c[n+](C)cc2c(=O)n(-c3ccccc3)n(C)c12	102	91	98	103	99	103	102	97	96
CCN1C(=O)/C(=N\N=C(/C)c2ccc3c(c2)Nc2ccccc2S3)c2cc(Br)ccc21	89	56	41	31	43	40	59	60	34
COC(=O)c1cc(-c2ccc(OC)cc2)[nH]c1N/N=C/c1ccc(Cl)cc1	418	97	108	96	102	104	102	106	101
O=Cc1ccc2c(c1)OCCOCCOCCOCCO2	98	79	96	99	88	107	104	99	92
CCN(CC)CCCC(C)Nc1cnc(C(=O)Nc2cc(C)cc3cccnc23)cn1 (stereo not given)	90	78	60	75	99	98	89	87	18
COc1ccc(NC(=O)c2sc3ncccc3c2N)cc1	104	76	99	101	79	89	97	95	103
Cc1c(Cl)cccc1NC(=O)OC(C)C	101	96	115	110	101	104	101	109	109
CCCCC(C(O)c1ccccc1)N1CCOCC1 (stereo not given)	103	98	112	101	117	110	111	108	104
CC(C)CCN(C(=O)CCl)c1ccccc1	108	86	102	110	98	105	104	104	100
CCCCOC(=O)N1CCCCC1CCCC (stereo not given)	114	89	103	97	112	111	111	104	100
CCN1CCN(c2nc(-c3cc(OC)c(OC)c(OC)c3)nc3ccccc23)CC1	92	57	88	81	96	86	93	93	77
COc1ccc(NC(=O)CSc2nnc(-c3cccs3)n2-c2ccccc2)cc1	106	39	89	93	77	88	42	59	58
CC(C)(C)OC(=O)N1CCC(O)[C@@H](O[Si](c2ccccc2)(c2ccccc2)C(C)(C)C)[C@H]1/C=C/c1ccccc1 (stereo not given in full)	45	47	41	51	37	47	58	57	25
COc1ccc(C(=O)CSc2nccc(Nc3ccc(C(=O)O)cc3)n2)cc1	104	102	100	96	104	101	101	100	96
Nc1nc2c(C(=O)N3CCCC3)nnn2c2cccc(Cl)c12	109	97	59	97	85	90	x	94	104
COc1cc2nc(Cl)nc(Nc3cccc(C4=NN(C=O)C(c5ccc(Cl)cc5)C4)c3)c2cc1OC (stereo not given)	100	70	86	100	93	91	90	89	92
CCOC(=O)[C@@H]1CSC([C@@H](C)[C@H]2CC[C@H]3[C@@H]4CCC5=CC(=O)CC[C@]5(C)[C@H]4CC[C@]23C)N1C(=O)c1ccccc1 (stereo not given in full)	75	78	49	74	61	57	69	76	33
O=C(CS(=O)(=O)O)c1ccc(C(=O)CS(=O)(=O)O)cc1	98	73	97	102	98	98	102	100	96
CC(=O)c1nn(-c2ccccc2)cc1C(=O)c1cc2cc(Br)ccc2oc1=O	102	102	68	82	74	41	91	83	69

Next section
SMILES	HCC-2998	SNB-75	HCT-15	SW-620	SF-295	KM12	SNB-19	SF-539	HCT-116
Cc1ccc(NC(=S)NC(=O)c2ccccc2)cc1	84	110	101	95	97	93	96	99	110
COc1cc(C2=Nc3c(N)ncnc3NC(c3sc(Cl)nc3Cl)C2)cc(OC)c1OC (stereo not given)	95	47	77	97	100	95	85	92	74
CC(CN(C)C)CN1c2ccccc2CCc2ccccc21 (stereo not given)	55	67	90	93	88	106	97	91	53
Oc1ccc2ccccc2c1N=Nc1nc(-c2ccccc2)cs1	58	65	26	35	28	41	46	40	29
COc1cccc2c1OC1(N3CCOCC3)CCCCC1C2C[N+](=O)[O-] (stereo not given)	103	101	107	94	98	103	106	101	102
Cc1[nH]c(C(=O)Nc2ccccc2OC2CCNCC2)c(Cl)c1Cl	43	-29*	20	1.8*	-20*	33	33	-94*	4.6*
Cc1cc(=O)oc2cc(OCCOc3ccc(/C=C/C(=O)NO)cc3)ccc12	94	87	67	70	89	x	80	87	75
O=c1[nH]c2ccccc2cc1CN1CCN(c2nccc(-c3ccc(Cl)cc3)n2)CC1	102	100	99	98	100	98	97	108	96
C/C(=N\NC(=O)Cn1c2ccccc2c2ccncc21)c1ccccn1	106	108	62	102	107	103	97	102	89
Brc1ccc(-c2cn3ccnc3c(-c3ccc(Br)cc3)n2)cc1	60	36	22	25	31	35	76	52	30
COc1ccc(/C=C2\Sc3ccc(F)cc3C2=O)cc1	93	54	74	87	80	71	77	78	85
O=C1c2nc3n(c2C(=O)c2nc4n(c21)CCCC4)CCCC3	88	97	103	104	88	92	99	121	97
CCOC(=O)c1cnn(-c2nc(-c3ccc(Cl)cc3)c(C#N)c(N3CCOCC3)n2)c1N	109	53	99	97	102	98	90	100	102
COc1cc(C2=NN(C(C)=O)C(c3ccc(Oc4ccc(Cl)cc4)cc3)C2)cc(OC)c1OC (stereo not given)	98	93	99	95	101	101	92	93	96
Cc1oc2c(c1C(=O)N1CC[C@@H](N)C1)C(=O)c1c(c(O)c3ccccc3c1O)C2=O	12	32	21	3.5*	30	16	40	47	5.1*
O=C(O)CONC(=O)c1ccccc1	108	108	109	100	110	104	104	99	112
Brc1ccc(-c2cc(-c3ccc4c(c3)OC=CO4)n[nH]2)s1	84	74	62	79	83	59	92	85	92
Cc1ccc(CSC(=N)N)cc1C	100	x	116	102	111	107	99	114	105
Cc1coc(NS(=O)(=O)c2ccc(N=Nc3cc(N=Nc4ccccc4)c(N)nc3N)cc2)c1C	x	84	109	96	139	86	107	117	101
COc1ccc(/C=C2/N=C3N(N=C(N=C(N)N)N3c3ccccc3)C2=O)cc1	111	90	100	101	x	100	99	102	97
O=C1CSC(c2cn(-c3ccccc3)nc2-c2ccc(Cl)cc2)N1c1ccccc1 (stereo not given)	111	100	101	120	99	102	112	99	95
N#CC1=C(N)OC2=C(C(=O)c3ccccc3C2=O)C1c1ccsc1 (stereo not given)	121	87	99	103	105	101	106	97	104
COc1cccc(/C=C2\SC(=Nc3ccc(O)c(C(=O)O)c3)NC2=O)c1	102	95	102	100	97	103	102	102	106
Nc1c(C(=O)Nc2cccc3c2OCCO3)sc2nc3c(cc12)C(=O)CCC3	47	x	30	25	22	23	33	-26*	34
CCOc1cc(C=Nc2cccc(C(F)(F)F)c2)ccc1O	116	75	96	105	96	109	102	92	97

4 of the compounds above, with values under each structure:
Values in the order: HCC-2998, SNB-75, HCT-15, SW-620, SF-295, KM12, SNB-19, SF-539, HCT-116
- O=c1[nH]c2ccccc2cc1CN1CCN(c2nccc(-c3ccc(Cl)cc3)n2)CC1
  102, 100, 99, 98, 100, 98, 97, 108, 96
- Brc1ccc(-c2cn3ccnc3c(-c3ccc(Br)cc3)n2)cc1
  60, 36, 22, 25, 31, 35, 76, 52, 30
- COc1ccc(/C=C2\Sc3ccc(F)cc3C2=O)cc1
  93, 54, 74, 87, 80, 71, 77, 78, 85
- COc1cccc(/C=C2\SC(=Nc3ccc(O)c(C(=O)O)c3)NC2=O)c1
  102, 95, 102, 100, 97, 103, 102, 102, 106

Going on with the list:
SMILES	HCC-2998	SNB-75	HCT-15	SW-620	SF-295	KM12	SNB-19	SF-539	HCT-116
Cc1ccc(/C=C\C(=O)c2ccccc2)cc1	83	101	64	91	102	x	85	98	40
CCN(C(=O)CN1CCN(c2cc(=O)n(-c3ccccc3)c3ccccc23)CC1)c1ccccc1	109	106	87	97	96	92	108	99	89
CC(=O)N1N=C(c2ccc(C)cc2)CC1c1ccc(Oc2ccc(Br)cc2)cc1 (stereo not given)	97	74	80	87	94	86	85	95	87
Cn1c(=O)c2nc(CCC(=O)O)c(=O)[nH]c2n(C)c1=S	104	87	102	103	106	52	99	99	102
CC12CCC(C(NC(=S)NN)C1=O)C2(C)C (stereo not given)	112	92	106	109	105	114	106	103	109
CCOC(=O)CNC(=O)Cn1c(=O)[nH]c2ccccc2c1=O	109	108	101	109	94	101	100	89	107
CC1CCN(CCCCCOc2ccc3oc4ccc(Cl)cc4c(=O)c3c2)CC1	78	94	-21*	47	79	62	80	75	24
Cc1cc2c(s1)CCCC1CC(=O)N(CCN3CCN(C)CC3)N=C21 (stereo not given)	123	72	100	110	116	105	93	87	94
O=C(Nc1ccccc1)Nc1ccc(C(=O)CSc2nc3ccccc3[nH]2)cc1	101	x	102	116	92	94	104	93	101
NC(=O)c1ccccc1NC(=O)c1ccccc1C(=O)O	91	84	100	117	175	109	111	103	105
COc1cc(C(=O)c2cc(C(C)=O)c3c(C)cccn23)cc(OC)c1OC	105	65	89	104	109	97	79	97	95
c1ccc(-c2noc(-c3ccccc3)n2)cc1	121	69	101	102	107	114	98	95	99
Clc1ccc(/C=N/Nc2ncnc3sc4c(c23)CCN(Cc2ccccc2)C4)cc1	20	-85*	-25*	-74*	-82*	-27*	18	-87*	-94*
CCCCCCCCCCCCCCCCCCNC(=S)N/N=C/c1ccc(O)c(OCC)c1	102	93	95	106	x	110	100	91	101
O=C(Nc1ccccc1OC(=O)c1ccccc1)c1ccccc1	x	101	88	24	109	26	87	96	9.3*
CN(C)C(=S)SCCC(=O)O	104	90	106	100	100	99	x	97	101
COC(=O)CCCNC(=O)C(c1ccc(O)c(O)c1O)N(C(=O)c1cc(O)c(O)c(O)c1)c1ccc(Cl)cc1 (stereo not given)	110	90	97	101	95	92	87	96	94
COc1cc(CNC(=O)CCCC/C=C/C(C)C)ccc1OCc1nnc(SCCc2c[nH]c3ccccc23)o1	98	83	69	85	69	73	77	81	70
O=C(/C=C/c1ccccc1O)c1ccccc1	96&99	64&101	87&109	82&107	89&108	72&105	102	87&105	74&96
C#Cc1cccc(Nc2ncnc3ccc(-c4cncc(NS(C)(=O)=O)c4)cc23)c1	45	31	56	31	38	36	35	17	11

Entries of single compounds as entered above:
`COc1cc(CNC(=O)CCCC/C=C/C(C)C)ccc1OCc1nnc(SCCc2c[nH]c3ccccc23)o1` in the list: HCC-2998 = 98; SNB-75 = 83; HCT-15 = 69; SW-620 = 85; SF-295 = 69; KM12 = 73; SNB-19 = 77; SF-539 = 81; HCT-116 = 70
`CCN(C(=O)CN1CCN(c2cc(=O)n(-c3ccccc3)c3ccccc23)CC1)c1ccccc1` in the list: HCC-2998 = 109; SNB-75 = 106; HCT-15 = 87; SW-620 = 97; SF-295 = 96; KM12 = 92; SNB-19 = 108; SF-539 = 99; HCT-116 = 89
`CN(C)C(=S)SCCC(=O)O` in the list: HCC-2998 = 104; SNB-75 = 90; HCT-15 = 106; SW-620 = 100; SF-295 = 100; KM12 = 99; SNB-19 = x; SF-539 = 97; HCT-116 = 101
